D2 potentiator = HTS Assay for Positive Allosteric Modulators of the Human D2 Dopamine Receptor: Primary Screen for Potentiators; potentiation, % at 10 µM; HEK293 T-REx D2, calcium flux, EC20 dopamine potentiation; D(2) dopamine receptor (Homo sapiens), P14416; AID 485347, 2010; 340,000 tested, 0.34% active;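 active means potentiation over 3 SD above the plate norm, cut at about 30% in these data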; further: 0% is about no effect
Target sequence (P14416 whole entry, looked up): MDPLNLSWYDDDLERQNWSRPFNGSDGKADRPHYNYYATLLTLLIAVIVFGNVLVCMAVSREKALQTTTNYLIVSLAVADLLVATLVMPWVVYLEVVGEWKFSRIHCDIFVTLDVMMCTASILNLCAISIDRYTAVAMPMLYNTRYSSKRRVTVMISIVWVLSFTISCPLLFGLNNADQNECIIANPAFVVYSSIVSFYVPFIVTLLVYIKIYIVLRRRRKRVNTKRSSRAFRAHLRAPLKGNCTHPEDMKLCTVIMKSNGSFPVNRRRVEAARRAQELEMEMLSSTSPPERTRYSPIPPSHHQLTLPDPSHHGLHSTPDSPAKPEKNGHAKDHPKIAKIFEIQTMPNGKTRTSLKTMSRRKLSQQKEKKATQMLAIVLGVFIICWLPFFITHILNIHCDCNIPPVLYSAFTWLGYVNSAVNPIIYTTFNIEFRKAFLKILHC
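Potentiation of an EC20 dopamine calcium response measured kinetically over 180 s, after a preceding 180 s compound-only read flagging agonists. Cells: inducible Hek293 Trex D2 line, 4000/well, cultured overnight at 30 C before dye loading.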
LDHA inh = qHTS assay for inhibitors of human lactate dehydrogenase | L-lactate dehydrogenase A chain (Homo sapiens), P00338 | purified LDHA, NADH/diaphorase-resazurin fluorescence; stronger effect = lower value | activity change, % (values are at about 110 or 230 µM) | 480,000 tested, 0.15% active; in the data active means activity change below about -30%; inconclusive means mostly about -25% to -30%;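 further: plate controls were DMSO wells for no effect and wells without enzyme for full effect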
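LDH5 2 nM; NADH 0.06 mM, pyruvate 0.2 mM; 200 mM Tris pH 7.4, EDTA, Tween-20; 5 min RT. Detection: diaphorase 0.133 mg/mL + resazurin 37 µM, fluorescence ex540/em590 at 0 and 20 min; normalized to enzyme-free and DMSO wells.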
D1 PAM = Potentiators of Human D1 Dopamine Receptor: qHTS | HEK293 TREx D1 cells, calcium flux, dopamine EC20 potentiation | 360,000 tested, 0.036% active | AID 504651, 2011 | D(1A) dopamine receptor (Homo sapiens), P21728 | potentiation, % at 10 µM; in the data active means potentiation above about 30%; further: 0% is about no effect
Vif-APOBEC3G blk = qHTS for Inhibitors of Vif-A3G Interactions: qHTS; 410,000 tested, 0.076% active; DNA dC->dU-editing enzyme APOBEC-3G (Homo sapiens), Q9HC16; AID 602310, 2012; Potency, µM (top dose mostly 46.1 µM), for the others: at the top dose activity, negative = active, actives largely listed as inhibitors; HeLa A3G-eYFP + Vif (tagged APOBEC3G with the HIV-1 protein that degrades it), YFP fluorescence, overnight;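 further: potency means the concentration at half of the fitted maximal effect; on the % scale 0 is the no-effect control and ±100 the full control effect; nearly all actives have a fitted effect of over 60% in size; hits raise eYFP signal because A3G escapes Vif-driven loss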
Target sequence (Q9HC16 whole entry, looked up): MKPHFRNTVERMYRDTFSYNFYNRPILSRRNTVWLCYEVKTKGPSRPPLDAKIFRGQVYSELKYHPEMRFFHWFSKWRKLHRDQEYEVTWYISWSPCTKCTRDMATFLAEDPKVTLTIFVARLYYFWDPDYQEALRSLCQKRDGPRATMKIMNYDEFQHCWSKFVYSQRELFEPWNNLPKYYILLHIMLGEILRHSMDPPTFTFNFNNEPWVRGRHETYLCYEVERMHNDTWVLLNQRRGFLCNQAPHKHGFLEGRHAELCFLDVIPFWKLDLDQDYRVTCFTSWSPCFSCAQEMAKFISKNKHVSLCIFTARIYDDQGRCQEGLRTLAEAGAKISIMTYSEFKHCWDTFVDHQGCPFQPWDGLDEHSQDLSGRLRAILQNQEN
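HeLa cells stably expressing Vif and C-terminally eYFP-tagged A3G, seeded overnight at 37 deg C, then exposed to compound by pintool overnight at 37 deg C. Rise in yellow fluorescence (Ex 488/Em 500-530, Acumen) marks blocked Vif-driven A3G degradation.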
Glioma ERSR ind = qHTS for Inducers of the Endoplasmic Reticulum Stress Response (ERSR) in Human Glioma: qHTS; U87-MG GRP78 promoter luciferase reporter, 16 h; Potency, µM, for inactives: at the top dose activation, usual class: activators; 420,000 tested, 0.02% active; AID 602332, 2012; further: potency means the concentration at half of the fitted maximal effect; series mostly up to about 76 µM; % of control where 0% means no effect; nearly all actives have a fitted effect of over 35% in size
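ERSR induction read as luciferase luminescence (Bright-Glo, 10 min at room temperature) in stably transfected human U87-MG glioma cells exposed to compounds for 16 h, using GRP78 as sensor.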
RXFP1 agonist = qHTS Assay for Agonists of the Relaxin Receptor RXFP1; Relaxin receptor 1 (Homo sapiens), Q9HBX9; 370,000 tested, 0.3% active; AID 2676, 2010; Potency, µM (titrated, usually from 57.5 µM), for the others: at the top dose activation, hits mostly activators; HEK293T-RXFP1 cAMP TR-FRET, 30 min; response scale: percent of porcine relaxin response, buffer zero; further: potency means the concentration at half of the fitted maximal effect; on the % scale 0 is the no-effect control and ±100 the full control effect; nearly all actives have a fitted effect of over 60% in size; many of its hits are not listed in these tables
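HEK293 cells stably expressing RXFP1, treated 30 min at 37C with compounds plus PDE4 inhibitor Ro 20174; cAMP measured by HTRF TR-FRET. Normalized to buffer and 29 nM porcine relaxin; EC50 by Hill fit.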
D1 ag = Allosteric Agonists of the Human D1 Dopamine Receptor: qHTS; D(1A) dopamine receptor (Homo sapiens), P21728; HEK293 T-REx D1 cells, calcium flux, agonist mode; activation, % at 2 µM; 360,000 tested, 1% active; AID 504660, 2011; in the data active means activation above about 30%; further: 0% is about no effect
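Tetracycline-induced HEK293 TREx D1 cells, force-coupled to calcium signalling, were dye-loaded with a no-wash calcium kit. Compound was pin-added after a 10 s baseline. Fluorescence was read kinetically at 1 cycle/s for 180 s, with calcium rises flagged as agonism.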
Vif-A3F inh = qHTS for Inhibitors of Vif-A3F Interactions: qHTS | AID 602313, 2012 | Potency, µM (doses to about 46.1 µM), without a hit: top-dose activity, negative = active | 390,000 tested, 0.2% active | HeLa A3F-eYFP + Vif (tagged APOBEC3F with the HIV-1 protein that degrades it), YFP fluorescence increase; further: potency means the concentration at half of the fitted maximal effect; % of control where 0% means no effect; nearly all actives have a fitted effect of over 65% in size
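Fluorescence increase (Ex 488/Em 500-530) after overnight compound treatment at 37 deg C flags inhibition of Vif-driven A3F-eYFP loss in stable HeLa A3F-eYFP/Vif cells seeded overnight beforehand.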
D1 antagonist = Antagonist of Human D 1 Dopamine Receptor: qHTS. HEK293 TREx D1 cells, calcium flux, dopamine EC80; stronger effect = lower value. activity change, negative = inhibition, % at 10 µM. 360,000 tested, 3.2% active; in the data active means activity change below about -30%; further: on the % scale 0 is the no-effect control and ±100 the full control effect
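Compound effects on dopamine-evoked calcium signalling were measured in tetracycline-induced HEK293 Trex D1 cells. Dopamine at EC80 followed a 180 s compound pre-read, and fluorescence was tracked kinetically for 180 s more.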
An asterisk follows results filed as active; ? = inconclusive; / = no result given; & = joins results of further samples. Unless noted, the call rests on the fitted dose curve; in most records, active means well fitted curve in the direction sought with a large enough effect; inconclusive means small, poorly fitted or top-dose-only effect, or another doubt; inactive means no such curve, though single readings can be large; an effect the other way counts as inactive or inconclusive. A portion of the library; the hit share may differ from the screen's.

Preview (14 entries):
[1] CCc1ccc(CNC(=O)c2ccc(NC(=O)C3=CSCCO3)cc2)cc1
[2] COc1cccc(SCc2noc(C(=O)NCC3CC3)c2C(=O)NCC2CC2)c1
[3] CCCCc1ncc(CN2CCC(n3nccc3NC(=O)c3ccccc3Cl)CC2)[nH]1
[4] O=C(O)CCN1C(=O)/C(=C2\C(=O)N(Cc3ccccc3Cl)c3ccccc32)SC1=S
[5] O=C(CCCC(=O)c1ccc(F)cc1)c1ccc(F)cc1
[6] CNCCOc1nc(N2CCOCC2)nc(C)c1[N+](=O)[O-]
[7] CCOC(=O)c1c(C)[nH]c(N=Nc2ccccc2C)c1C
[8] c1ccc2c(c1)Nc1cc3ccccc3cc1S2
[9] Cc1ccc(S(=O)(=O)Nc2cc(C)on2)cc1
[10] O=C(COc1ccccc1)Nc1ccc(N2CCCCC2)cc1
screen / no.,1,2,3,4,5,6,7,8,9,10
D2 potentiator,-2,/,/,-1,-5,3,12,-1,1,5
LDHA inh,-4,1,-5,/,-2,-2,3,-11,-4,2
D1 PAM,-2,/,7,7,2,-8,3,2,0,-1
Vif-APOBEC3G blk,-18%,-4%,2%,/,3%,-2%,-1%,-1%,0%,0%
Glioma ERSR ind,7%,?,1%,/,-3%,-4%,4%,?,-4%,3%
RXFP1 agonist,0.8%,/,-1.2%,0.1%,-0.7%,3.5%,2.0%,1.0%,-1.9%,0.4%
D1 ag,2,/,1,1,4,-1,4,2,2,2
Vif-A3F inh,-18%,3%,5%,/,-1%,?,-6%,1%,10%,3%
D1 antagonist,-11,/,-9,53,-2,4,/,5,2,2

[11] CCCOc1ccc(OC(=O)c2c(-c3ccccc3Cl)noc2C)cc1
[12] Cc1nnc(NC(=O)CSc2nnc(CCc3nc4ccccc4[nH]3)n2C)s1
[13] CC1CCCN(CCCNC(=O)c2nn(C)c3c2CSc2ccccc2-3)C1 (stereo not drawn)
[14] COc1ccc(/C=C(\C#N)C(=O)NCc2cccnc2)cc1OC
screen / no.,11,12,13,14
D2 potentiator,-5,2,-17,11
LDHA inh,-14,-5,-1,-11
D1 PAM,-1,-3,-3,10
Vif-APOBEC3G blk,0%,-1%,5%,-5%
Glioma ERSR ind,-3%,-6%,-4%,1%
RXFP1 agonist,-1.4%,0.9%,-1.5%,2.2%
D1 ag,11,2,3,0
Vif-A3F inh,5%,0%,-3%,0%
D1 antagonist,-6,4,-11,1

This part in full, from the first entry:
[1] CCc1ccc(CNC(=O)c2ccc(NC(=O)C3=CSCCO3)cc2)cc1
[2] COc1cccc(SCc2noc(C(=O)NCC3CC3)c2C(=O)NCC2CC2)c1
[3] CCCCc1ncc(CN2CCC(n3nccc3NC(=O)c3ccccc3Cl)CC2)[nH]1
[4] O=C(O)CCN1C(=O)/C(=C2\C(=O)N(Cc3ccccc3Cl)c3ccccc32)SC1=S
[5] O=C(CCCC(=O)c1ccc(F)cc1)c1ccc(F)cc1
[6] CNCCOc1nc(N2CCOCC2)nc(C)c1[N+](=O)[O-]
[7] CCOC(=O)c1c(C)[nH]c(N=Nc2ccccc2C)c1C
[8] c1ccc2c(c1)Nc1cc3ccccc3cc1S2
screen / no.,1,2,3,4,5,6,7,8
D2 potentiator,-2,/,/,-1,-5,3,12,-1
LDHA inh,-4,1,-5,/,-2,-2,3,-11
D1 PAM,-2,/,7,7,2,-8,3,2
Vif-APOBEC3G blk,-18%,-4%,2%,/,3%,-2%,-1%,-1%
Glioma ERSR ind,7%,?,1%,/,-3%,-4%,4%,?
RXFP1 agonist,0.8%,/,-1.2%,0.1%,-0.7%,3.5%,2.0%,1.0%
D1 ag,2,/,1,1,4,-1,4,2
Vif-A3F inh,-18%,3%,5%,/,-1%,?,-6%,1%
D1 antagonist,-11,/,-9,53,-2,4,/,5

[9] Cc1ccc(S(=O)(=O)Nc2cc(C)on2)cc1
[10] O=C(COc1ccccc1)Nc1ccc(N2CCCCC2)cc1
[11] CCCOc1ccc(OC(=O)c2c(-c3ccccc3Cl)noc2C)cc1
[12] Cc1nnc(NC(=O)CSc2nnc(CCc3nc4ccccc4[nH]3)n2C)s1
[13] CC1CCCN(CCCNC(=O)c2nn(C)c3c2CSc2ccccc2-3)C1 (stereo not drawn)
[14] COc1ccc(/C=C(\C#N)C(=O)NCc2cccnc2)cc1OC
[15] COc1ccc(N2CCN(C(=O)c3ccc(C)c(NC(=O)c4nsc5ccccc45)c3)CC2)cc1
[16] O=C(c1ccco1)N1CCN(Cc2ccc(F)cc2Cl)CC1
screen / no.,9,10,11,12,13,14,15,16
D2 potentiator,1,5,-5,2,-17,11,13,-26
LDHA inh,-4,2,-14,-5,-1,-11,-5,-2
D1 PAM,0,-1,-1,-3,-3,10,2,1
Vif-APOBEC3G blk,0%,0%,0%,-1%,5%,-5%,-1%,0%
Glioma ERSR ind,-4%,3%,-3%,-6%,-4%,1%,-3%,2%
RXFP1 agonist,-1.9%,0.4%,-1.4%,0.9%,-1.5%,2.2%,-2.1%,-0.7%
D1 ag,2,2,11,2,3,0,0,1
Vif-A3F inh,10%,3%,5%,0%,-3%,0%,6%,3%
D1 antagonist,2,2,-6,4,-11,1,1,-6

[17] COc1ccc2[nH]cc(CCNC(=O)c3ccc([N+](=O)[O-])cc3)c2c1
[18] COc1cccc(-c2cc(C(F)(F)F)nc(-n3cc(C)cn3)n2)c1
[19] CC(=O)Nc1ccc(S(=O)(=O)N2CCCN(S(=O)(=O)c3ccc(C)cc3)CC2)cc1
[20] COc1ccc(S(=O)(=O)NCc2cccs2)cc1
[21] Cn1cccc1C(=O)NC(=O)CSc1cccc[n+]1[O-]
[22] CCN(CC)CCNC(=O)c1ccc2c(c1)sc1nc(-c3ccc(F)cc3)cn12
[23] Cc1ccc(C(=O)NN=C2CCCCCC2)s1
[24] CN/C(=C\[N+](=O)[O-])NCCSCc1csc(CN(C)C)n1
[25] Cc1ccc(CCNC(=O)CN(c2cc(C)cc(C)c2)S(=O)(=O)c2c(C)noc2C)cc1
[26] COc1ccc(CCC(=O)OCC(=O)Nc2ccccc2)cc1
[27] COC(=O)Cc1ccc(NC(=S)N2CCN(CCO)CC2)cc1
screen / no.,17,18,19,20,21,22,23,24,25,26,27
D2 potentiator,3,0,-1,0,12,14,8,/,-5&-2,3,/
LDHA inh,-1,1,2,-8,2,-4,0,-7,-6&-3,-5,-12
D1 PAM,-1,-1,-18,-3,-6,-1,1,/,-7&4,-11,/
Vif-APOBEC3G blk,-3%,0%,1%,2%,2%,1%,-7%,-2%,2%&3%,2%,3%
Glioma ERSR ind,-1%,15%,-5%,-5%,1%,1%,1%,-1%&-3%,-6%&-2%,6%,-4%
RXFP1 agonist,3.2%,-1.1%,1.3%,-1.0%,2.3%,0.4%,0.6%,/,3.4%&-1.2%,-0.6%,/
D1 ag,2,0,7,3,3,0,-1,/,7&12,4,/
Vif-A3F inh,0%,-10%,4%,-6%,-4%,?,-3%,-3%,2%&-10%,2%,-23%
D1 antagonist,-17,2,-13,-32*,36,-7,-5,/,0&-14,-9,/

Screening data (PubChem)
